# High-throughput results as filed in PubChem.
# L3MBTL1 inh = blocks human L3MBTL1; 230,000 compounds, 0.66% hits; Potency, µM (doses to about 57.1 µM), for inactives: top-dose activity, negative = inhibition, hits mostly inhibitors; Q9Y468; AlphaScreen L3MBTL1–H3K9me1 peptide binding; AID 485360; further: on the % scale 0 is the no-effect control and ±100 the full control effect; nearly all actives have a fitted effect of over 60% in size
# Target sequence (Q9Y468 whole entry, looked up): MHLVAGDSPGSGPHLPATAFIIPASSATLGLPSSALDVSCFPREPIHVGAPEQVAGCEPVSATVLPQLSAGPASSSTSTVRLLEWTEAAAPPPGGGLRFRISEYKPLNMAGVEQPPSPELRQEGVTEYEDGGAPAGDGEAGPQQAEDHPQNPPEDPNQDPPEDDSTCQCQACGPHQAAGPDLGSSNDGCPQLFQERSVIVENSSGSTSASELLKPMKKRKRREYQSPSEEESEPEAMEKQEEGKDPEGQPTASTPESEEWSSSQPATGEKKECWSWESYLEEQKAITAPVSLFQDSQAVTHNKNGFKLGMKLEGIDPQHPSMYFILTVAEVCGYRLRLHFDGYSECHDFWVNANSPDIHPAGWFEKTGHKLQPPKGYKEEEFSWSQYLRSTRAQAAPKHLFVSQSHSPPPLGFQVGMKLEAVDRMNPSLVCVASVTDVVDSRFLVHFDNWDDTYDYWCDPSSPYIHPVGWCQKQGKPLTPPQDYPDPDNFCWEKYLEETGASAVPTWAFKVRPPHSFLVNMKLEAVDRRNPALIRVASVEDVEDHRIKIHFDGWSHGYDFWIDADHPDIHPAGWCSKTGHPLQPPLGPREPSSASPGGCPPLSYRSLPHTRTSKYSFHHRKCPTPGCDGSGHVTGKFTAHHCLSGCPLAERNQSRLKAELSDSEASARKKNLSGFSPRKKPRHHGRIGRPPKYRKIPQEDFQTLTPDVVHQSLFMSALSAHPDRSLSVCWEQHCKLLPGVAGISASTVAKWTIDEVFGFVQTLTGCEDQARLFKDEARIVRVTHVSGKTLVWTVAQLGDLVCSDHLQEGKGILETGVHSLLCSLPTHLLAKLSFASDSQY
#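 AlphaScreen assay: L3MBTL1 (50 nM final) was preincubated 30 min at room temperature with biotinylated H3(1-15)K9me1 peptide (75 nM final), then 30 min with library compounds; streptavidin donor and nickel chelate acceptor beads (10 ug/mL final) added, 30 min dark.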
# Tau ThT inhib = tau fibrillization inhibition (ThT binding); Potency, µM (titrated, usually from 57.4 µM), for the others: at the highest dose activity, negative = inhibition, hits mostly inhibitors; 270,000 compounds, 2.1% hits; AID 1460; recombinant tau K18 P301L, heparin-induced fibrillization, ThT fluorescence; P10636; further: on the % scale 0 is the no-effect control and ±100 the full control effect; nearly all actives have a fitted effect of over 55% in size
# Target sequence (P10636 561-689 P618L limits assumed): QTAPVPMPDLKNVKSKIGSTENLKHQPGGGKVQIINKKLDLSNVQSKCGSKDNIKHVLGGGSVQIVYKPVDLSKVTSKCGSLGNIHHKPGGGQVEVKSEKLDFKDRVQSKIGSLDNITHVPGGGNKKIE
#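 K18 P301L tau (15 uM + 0.24 uM Alexa 594-tagged), heparin 20 uM, NaOAc pH 7, 6 h 37 C; ThT 30 uM, 1 h RT, ex 450/em 510 nm.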
# TR SRC2 fluor cs = counter-screen for TRb-SRC2 inhibitors: fluorescence interference. 280,000 compounds, 0.29% hits. Potency, µM (titrated, usually from 106 µM), inactives show at the highest dose fluorescence change, negative = quenching. AID 1479. TRb/SRC2 Texas Red total fluorescence interference; active means well fitted curve in either direction with a large enough effect; inconclusive means small, poorly fitted or top-dose-only effect; further: on the % scale 0 is the no-effect control and ±100 the full control effect
#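 Human TRb ligand-binding domain at 0.6 uM with 20 nM Texas Red SRC2 peptide in Tris buffer containing 1 uM T3 and 5% DMSO, incubated with compound 5 h at ambient temperature. Total fluorescence (555/632 nm) calculated as parallel + 2 × perpendicular.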
# TRb-SRC2 inh = inhibitors of human thyroid hormone receptor beta-SRC2 interaction; TRbeta-SRC2 peptide binding, fluorescence polarization; receptor liganded with 1 µM T3; Potency, µM (doses to about 106 µM), for the others: at the highest dose activity change, negative = inhibition, usual class: inhibitors; 280,000 compounds, 0.065% hits; AID 1469;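 further: plate controls were bound peptide for no effect and peptide without receptor for full effect; nearly all actives have a fitted effect of over 50% in size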
#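 Read-out is fluorescence polarization (555 nm excitation, 632 nm emission) of a Texas Red SRC2 coactivator peptide; loss of signal reflects blocked binding to human TRb ligand-binding domain in the presence of 1 uM T3.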
# Tau fibril FP = blocks human tau fibril formation measured by polarization; K18 P301L tau heparin fibrillization, Alexa594 FP, 6 h; 280,000 compounds, 0.39% hits; AID 1468; P10636; Potency, µM (doses to about 57.7 µM), without a hit: at the top dose activity, negative = inhibition, hits mostly inhibitors; further: on the % scale 0 is the no-effect control and ±100 the full control effect; nearly all actives have a fitted effect of over 55% in size
#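 Heparin (20 uM) drove fibril formation of recombinant tau K18 P301L, 15 uM unlabeled with 0.24 uM Alexa 594 label, for 6 hr at 37 C in 100 mM sodium acetate pH 7. Fluorescence polarization (555/632 nm) read 1 hr after 30 uM ThT.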
# HTT ATP protect = cytoprotection in Huntington HTT-Q103 PC12 cell model; 230,000 compounds, 0.14% hits; PC12 HTT-Q103 induced, cytoprotection, ATP luminescence, 40 h; Potency, µM (highest dose often 56.4 µM), inactives show cytoprotection (ATP increase), actives largely listed as activators;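 further: % of control where 0% means no effect; nearly all actives have a fitted effect of over 45% in size; toxic huntingtin expression switched on by the ecdysone agonist tebufenozide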
#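 Readout: ATPlite luminescence (ATP level). Model: stable PC12, inducible Htt exon1 Q103-GFP. Inducer: tebufenozide, 100 nM final. Compounds: dose series. No G418 in medium.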
# Tau fluor counter = counter-screen for tau fibril formation inhibitors; tau K18 P301L Alexa594 fluorescence, heparin fibrillization; Potency, µM (series often up to 57.7 µM), inactives show top-dose activity change, negative = decrease; 280,000 compounds, 0.93% hits; AID 1463; further: on the % scale 0 is the no-effect control and ±100 the full control effect; nearly all actives have a fitted effect of over 55% in size
#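 Human tau K18 P301L (15 uM unlabeled, 0.24 uM Alexa 594-labeled) in 100 mM sodium acetate pH 7 with 20 uM heparin, 6 hr at 37 C. ThT 30 uM added, 1 hr ambient; Alexa 594 FP and total fluorescence read at 555/632 nm.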
# RECQ1 inh = inhibitors of human RECQ1 DNA helicase; RECQ1 DNA unwinding, red fluorescence kinetic read; Potency, µM (top dose mostly 57.3 µM), for the others: top-dose activity, negative = inhibition, usual class: inhibitors; P46063; 240,000 compounds, 0.54% hits;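 further: plate controls were vehicle for no effect and no enzyme for full effect; nearly all actives have a fitted effect of over 30% in size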
#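 RECQ1T1 50 nM; forked duplex (20 bp + 30-nt ss tails) 200 nM, ATP 2 mM final; pH 8.0, 2 mM MgCl2, 2.5 ug/ml poly(dI-dC); 15 min compound preincubation; discontinuous kinetic read over 2 h at RT.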
# Starred values were filed as active, the others as inactive; i = inactive; ? = inconclusive; nt = not tested or not shown; & = joins results of further samples; [ ] = remark or other dose. Unless noted, the call rests on the fitted dose curve; in most records, active means well fitted curve in the direction sought with a large enough effect; inconclusive means small, poorly fitted or top-dose-only effect, or another doubt; inactive means no such curve, though single readings can be large; an effect the other way counts as inactive or inconclusive. Potency means the concentration at half of the fitted maximal effect. Only part of the results is shown (hit frequency here may not be typical).
SMILES,L3MBTL1 inh,Tau ThT inhib,TR SRC2 fluor cs,TRb-SRC2 inh,Tau fibril FP,HTT ATP protect,Tau fluor counter,RECQ1 inh
O=C(CSc1ncn[nH]1)c1cccc([N+](=O)[O-])c1,-3%,?,-3%,-2%,?,11%[10 µM],-27%,-3%
OC1CSc2nc3ccccc3n2C1 (stereo unspecified),12%,-2%,-3%[53 µM],5%[53 µM],-6%,9%[10 µM],-5%,i
CC(=O)Nc1ccc(S(=O)(=O)N(C)c2ccc(OCC(=O)OCC(=O)NCc3ccco3)cc2)cc1,nt,-13%,0%,3%,0%,3%[10 µM],-24%,i
CCc1nnc(SCc2ccc(C(=O)OC)o2)n1N,-4%,-10%,1%,0%,-4%,8%[10 µM],-7%,-4%
CC1CCN(C(=O)Cn2cc(SCc3cccc(F)c3)c3ccccc32)CC1,nt,?,0%,-2%,1%,nt,-29%,nt
Cc1nn(-c2cc(Cl)ccc2Cl)c(C)c1C(=O)O,0%,6%,-1%,1%,-3%,nt,-3%,i
CSc1ncc(CN2CCN(C3CCCC3)C(CCO)C2)cn1 (stereo unspecified),10%,-9%,0%,-5%,1%,nt,-6%,-3%
CCOc1cc(C(=O)N(C)Cc2cc3ccccc3[nH]c2=O)cc(OCC)c1OCC,1%,-7%,-2%,-12%,2%,2%[0.074 µM],1%,-2%
Cc1cc(-n2c(C)nc3ccccc3c2=O)ccc1NC(=O)c1ccccc1[N+](=O)[O-],nt,-14%,2%,-10%,-7%,nt,-16%,nt
O=C1CSC(c2cccnc2)N1c1ccc(Cl)cc1 (stereo unspecified),nt,0%,-1%,0%,0%,-26%,1%,2%
COc1ccccc1C/C(N)=N/O,-14%,19%,-2%,9%,5%,-5%[10 µM],9%,4%
NC(=O)C1CCN(C(=O)C2CCN(S(=O)(=O)c3ccccc3)CC2)CC1,nt,-9%,1%,-2%,-3%,-16%,-5%,1%
COc1ccccc1-c1nnc(SCc2nc3ccccc3s2)n1C,1%,-10%,1%,1%,2%,-9%,-4%,13%
C=C(C)CNC(=S)NNC(=O)c1ccco1,nt,-1%,4%,8%,0%,-9%,4%,0%
COc1ccc(OCC(=O)N/N=C(\C)CC(=O)Nc2ccc(OC)cc2[N+](=O)[O-])cc1,nt,?,-2%,-1%,3%,-10%,-26%,i
S=C(NCc1ccc(Cl)cc1)NCc1ccccn1,-4%,-13%,1%,3%,-7%,8%[10 µM],-7%,0%
CN(Cc1ccccc1)C(=O)c1cn(C)c2ccc(S(=O)(=O)N3CCCCC3)cc2c1=O,nt,-3%,-3%,2%,-12%,nt,-10%,nt
Cc1ccc(Nc2nc(N)c([N+](=O)[O-])c(N3CCCC(C)C3)n2)cc1C (stereo unspecified),-2%,?,0%,12%,8%,-19%[10 µM],?,-4%
N/C(=N\OC(=O)c1ccc([N+](=O)[O-])cc1)c1ccccn1,?,?,-2%,7%,-6%,-111%[inhibitor],-13%,i
Cc1ccc(C(=O)c2nocc2C(=O)c2cccs2)cc1,-8%,-3%,0%,-19%,-7%,-47%[inhibitor],-10%,2%
O=C(NCCc1nc2ccccc2[nH]1)/C(=C/c1ccco1)NC(=O)c1ccc(Br)cc1,-2%,-9%,-1%,10%,-5%,15%[10 µM],-11%,-2%
CCc1ccc(CNC(=O)CN2C(=O)COc3ccccc32)cc1,nt,1%,-2%,-19%,6%,10%,5%,-1%
S=C(NCCN1CCCCC1)Nc1ccc(Br)cc1,nt,-2%,-1%,5%,0%,19%[10 µM],-21%,i
CCS(=O)(=O)N1CCC(C(=O)NCC2CCCO2)CC1 (stereo unspecified),6%,3%,3%,-16%,-11%,9%,-4%,-12%
NS(=O)(=O)c1ccc(NC(=O)c2cc(-c3cccs3)nc3ccccc23)cc1,-1%,-1%&5%,0%&-33%,-3%&4%,?,-8%[10 µM],-13%&-6%,-6%
Cc1ccc(NC(C)c2cc(Cl)ccc2O)cc1 (stereo unspecified),nt,4%,0%,-28%,3%,-32%,-25%,i
O=C(CSc1nnc(COc2ccc(Cl)cc2)o1)N1c2ccccc2CCc2ccccc21,-11%,-15%,-1%,0%,-13%,-53%[inhibitor],-13%,-23%
O=C(O)c1ccc(N2C(=O)CSC2c2cccc([N+](=O)[O-])c2)cc1 (stereo unspecified),nt,0%,-2%,4%,6%,17%,0%,-4%
O=C(CCc1nc(-c2ccccc2Cl)no1)NCC1CCCO1 (stereo unspecified),-7%,2%,-1%,-3%,5%,-11%,0%,-5%
CCOC(=O)COc1ccc2c(c1)C(=O)CC(C)(C)O2,5%,-5%,-1%,-6%,2%,-8%[0.074 µM],0%,-3%
CCn1cc(Br)c(C(=O)Nc2ccc(F)c(Cl)c2)n1,13%,-16%,-1%,-3%,?,-16%,-17%,-6%
COc1ccc(NC(=O)CN2CCN(CC(=O)Nc3ccccc3F)CC2)cc1OC,-6%,-13%&6%,-3%&-6%,-21%&-1%,1%&4%,0%[10 µM],-11%&6%,i
N=c1sccn1CC(=O)Nc1cccc(S(=O)(=O)N2CCCCCC2)c1,-5%,-1%,3%,-7%,0%,-42%,-22%,i
CC(=O)Nc1cc[n+](C(C)C(=O)c2ccc(Br)cc2)cc1 (stereo unspecified),6%,3%,-9%,-1%,9%,?,3%,i
CCCCC(=O)Oc1ccccc1C(=O)O,nt,-5%,1%&0%,-8%&-1%,-7%,9%,-6%,?
COc1cccc(C2CC(c3cccs3)=NN2S(C)(=O)=O)c1 (stereo unspecified),-4%,-6%,-7%,-8%,-6%,nt,-11%,i
O=C(Nn1cnnc1)c1ccc(Br)s1,10%,6%,-2%,-3%,2%,nt,10%,-4%
CCOC(=O)CSc1ncc(-c2ccccc2)cn1,9%,-20%,2%,7%,-2%,-13%,-12%,0%
CCC(/C=C/C(C)C1CCC2C3CC=C4CC(O)CC[C@@]4(C)C3CC[C@@]12C)C(C)C (stereo partly specified),nt,-5%,-3%,-6%,0%,nt,-3%,-7%
O=C1CC(c2ccc(Cl)cc2)Sc2nc(-c3ccc(F)cc3)nn21 (stereo unspecified),nt,-9%,-4%,11%,-1%,nt,2%,nt
CCOC(=O)c1cn2nc(Oc3cccc(F)c3)ccc2n1,-2%,8%,-4%,5%,-1%,19%[10 µM],4%,19%
Cc1ccc(-c2nc3cc(NC(=O)c4cc5ccccc5o4)ccc3o2)cc1,nt,-16%,-31%,-4%,-10%,nt,-8%,nt
COc1ccc2nc(N3C(=O)/C(=C/c4ccc(Cl)cc4)NC3=S)sc2c1,-6%,1.1µM*,-1%[53 µM],-4%[53 µM],0%,-92%[inhibitor][10 µM],-11%,3%
O=C(c1cccc2c1-c1ccccc1/C2=N/O)N1CCCCC1,2%,-8%,2%,0%,-3%,6%,-6%,-7%
COc1ccc(N2CC(c3nc(-c4ccccc4C)no3)CC2=O)cc1Cl (stereo unspecified),nt,?,1%,-5%,5%,nt,-22%,nt

# Single entries from the entries so far:
# COc1cccc(C2CC(c3cccs3)=NN2S(C)(=O)=O)c1 (stereo unspecified) in TR SRC2 fluor cs is entered as -7%
# N=c1sccn1CC(=O)Nc1cccc(S(=O)(=O)N2CCCCCC2)c1 in Tau ThT inhib is entered as -1%
# Cc1ccc(-c2nc3cc(NC(=O)c4cc5ccccc5o4)ccc3o2)cc1 in TR SRC2 fluor cs is entered as -31%

# Reprinted at random: 2 records from the list
SMILES,L3MBTL1 inh,Tau ThT inhib,TR SRC2 fluor cs,TRb-SRC2 inh,Tau fibril FP,HTT ATP protect,Tau fluor counter,RECQ1 inh
COc1ccc2nc(N3C(=O)/C(=C/c4ccc(Cl)cc4)NC3=S)sc2c1,-6%,1.1µM*,-1%[53 µM],-4%[53 µM],0%,-92%[inhibitor][10 µM],-11%,3%
Cc1ccc(-c2nc3cc(NC(=O)c4cc5ccccc5o4)ccc3o2)cc1,nt,-16%,-31%,-4%,-10%,nt,-8%,nt

# Going on with the list:
SMILES,L3MBTL1 inh,Tau ThT inhib,TR SRC2 fluor cs,TRb-SRC2 inh,Tau fibril FP,HTT ATP protect,Tau fluor counter,RECQ1 inh
CC(NC(=O)c1cc2ccccn2n1)c1ccccc1 (stereo unspecified),nt,15%,-3%,0%,-3%,nt,11%,nt
COc1ccc(CN2COc3ccc4c(C)cc(=O)oc4c3C2)cc1,nt,-1%,-2%,4%,-8%,nt,-5%,nt
COc1nccnc1NS(=O)(=O)c1ccc(NC(=S)NC(=O)/C=C/c2ccc(F)cc2)cc1,-12%,-13%,-1%,5%,?,30%[10 µM],-6%,-3%
C=CCn1c(Cc2cccs2)nnc1SCC(=O)c1ccc2ccccc2c1,nt,?,0%,2%,4%,-5%,-14%,12%
COc1cccc(C2Nc3ccccc3C(=O)N2O)c1O (stereo unspecified),-1%,-11%,0%,0%,-3%,-20%,-10%,24%
CCOc1nc(C)cc(C)c1S(=O)(=O)c1ccc(Cl)cc1,?,9%,-2%,-7%,4%,-34%[inhibitor],4%,i
CC(C)(C)NC(=O)/C=C/c1cccs1,-5%,0%,0%,2%,-6%,-6%[10 µM],1%,-5%
COc1ccc2c(c1)c1c(c(=O)n(-c3ccc(C)cc3)c(=O)n1CC(=O)N1CCCC1)n2C,nt,0%,1%,-6%,0%,nt,-3%,nt
O=[N+]([O-])c1ccc(Cl)cc1N1CCCC1,-16%,-5%,-2%,1%,-2%,nt,-3%,i
Cc1ccc(C2C(C#N)=C(N)SC(N)=C2C#N)c(C)c1,-23%,-6%,0%,0%,7%,-5%,-2%,-4%
O=S(=O)(c1cccs1)N1CCN(c2ccnc3cc(Cl)ccc23)CC1,-17%,-17%,-1%,2%,-17%,-1%[10 µM],?,-24%
CC1(C)CC(N2CCN(CCO)CC2)=CC(=S)N1,-1%,-7%,-5%,2%,2%,3%[10 µM],3%,-11%
CCOC(=O)c1sc(NC(=O)c2ccc(OC)cc2)nc1C,24%,1%,-2%,1%,-14%,-8%[10 µM],4%,i
FC(F)(F)c1ccc2c(c1)n(Cc1ccccc1)c1[n+]2CCCCC1,nt,-10%,-2%,-1%,-3%,5%,-9%,-1%
